PLK1 PBD block – blocks phosphopeptide binding to human PLK1 polo-box domain | Plk1 PBD binding of FITC phosphopeptide, fluorescence polarization | Potency, µM, without a hit: max response, negative = inhibition, usual class: inhibitors | hit rate 2.8% among 360,000 | P53350; further: potency means the concentration at half of the fitted maximal effect; series mostly up to about 57 µM; on the % scale 0 is the no-effect control and ±100 the full control effect; nearly all actives have a fitted effect of over 65% in size
EPAC2 ag – EPAC2 (human) agonism; EPAC2 activation, biochemical qHTS; response scale: 100% = 6.5 mM cAMP response; AID 720711; hit rate 0.079% among 360,000; Potency, µM (top dose mostly 154 µM), without a hit: at the highest dose activation, most hits filed as activators; Q8WZA2; further: potency means the concentration at half of the fitted maximal effect; nearly all actives have a fitted effect of over 50% in size
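Compounds were added across a concentration range to EPAC2 (100 nM), RAP1B-BODIPY-GDP (250 nM) and GDP (50 uM). After 5 min at room temperature, fluorescence was recorded at 5-min intervals for 30 min.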
CCT modulator – cytosolic chaperonin activity modulation; purified chaperonin ATPase assay, HTRF ADP detection, 30 min; activity change, % (test concentration not listed), hits read low; hit rate 0.3% among 360,000; in the data active means activity change below about -30%; further: on the % scale 0 is the no-effect control and ±100 the full control effect
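Nucleotide hydrolysis assay: TRiC at 20–40 nM final (set by batch activity) with 10 uM ATP, 30 min at 37 °C, in presence of 76 uM compound. Detection by competitive ADP HTRF, 30 min ambient.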
EPAC1 antagonist – antagonists of human EPAC1. EPAC1 GEF assay, Rap1b-BODIPY-GDP exchange fluorescence. Potency, µM (doses to about 115 µM), inactives show top-dose activity change, negative = inhibition, usual class: inhibitors. hit rate 0.14% among 360,000. AID 720709;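 further: potency means the concentration at half of the fitted maximal effect; plate controls were vehicle for no effect and positive control for full effect; nearly all actives have a fitted effect of over 50% in size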
Target sequence (O95398 whole entry, looked up): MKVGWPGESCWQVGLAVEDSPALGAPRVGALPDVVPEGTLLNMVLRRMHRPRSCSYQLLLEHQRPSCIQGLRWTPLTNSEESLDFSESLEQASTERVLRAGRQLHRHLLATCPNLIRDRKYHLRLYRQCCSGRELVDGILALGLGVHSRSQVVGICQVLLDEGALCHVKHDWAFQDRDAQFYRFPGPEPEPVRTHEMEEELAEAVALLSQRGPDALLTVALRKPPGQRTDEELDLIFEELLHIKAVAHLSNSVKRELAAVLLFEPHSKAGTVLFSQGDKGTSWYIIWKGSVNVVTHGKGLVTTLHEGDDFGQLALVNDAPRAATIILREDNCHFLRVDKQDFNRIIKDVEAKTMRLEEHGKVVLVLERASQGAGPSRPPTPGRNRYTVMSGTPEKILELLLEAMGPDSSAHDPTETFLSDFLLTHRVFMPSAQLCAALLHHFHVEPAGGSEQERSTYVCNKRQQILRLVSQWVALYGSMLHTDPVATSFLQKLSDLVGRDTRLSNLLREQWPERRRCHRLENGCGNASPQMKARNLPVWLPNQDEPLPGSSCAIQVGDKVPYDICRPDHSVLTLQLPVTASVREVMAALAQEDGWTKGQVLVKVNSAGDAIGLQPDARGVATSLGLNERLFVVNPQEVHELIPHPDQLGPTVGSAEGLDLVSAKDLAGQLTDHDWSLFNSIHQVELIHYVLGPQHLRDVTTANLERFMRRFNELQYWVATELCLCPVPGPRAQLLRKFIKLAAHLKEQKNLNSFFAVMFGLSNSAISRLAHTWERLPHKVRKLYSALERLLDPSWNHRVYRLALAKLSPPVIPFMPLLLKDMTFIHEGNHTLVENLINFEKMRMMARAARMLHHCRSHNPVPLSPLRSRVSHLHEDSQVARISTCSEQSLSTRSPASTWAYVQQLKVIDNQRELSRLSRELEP
WRN inhibitor – WRN helicase (human) inhibition. WRN helicase unwinding, fluorescent forked duplex, kinetic. Potency, µM (series often up to 114 µM), inactives show at the top dose activity change, negative = inhibition, actives largely listed as inhibitors. Q14191. hit rate 0.46% among 360,000; further: potency means the concentration at half of the fitted maximal effect; on the % scale 0 is the no-effect control and ±100 the full control effect; nearly all actives have a fitted effect of over 55% in size
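Kinetic fluorescence helicase assay: unwinding of a quenched forked DNA duplex (100 nM final) with 2 mM ATP final raises red fluorescence (525/598 nm). Compounds sat 15 min at room temperature with 20 nM WRN beforehand.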
EPAC1 agonist – activates human EPAC1 exchange factor | O95398 | EPAC1 agonist qHTS, biochemical assay; response scale: 100% = response to 6.5 mM cAMP | Potency, µM (highest dose often 154 µM), without a hit: at the highest dose activation, most hits filed as activators | hit rate 0.073% among 360,000 | AID 720707; further: potency means the concentration at half of the fitted maximal effect; nearly all actives have a fitted effect of over 60% in size
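Compounds were pinned as a concentration titration into mixtures of EPAC1 (100 nM), BODIPY-GDP-loaded Rap1B (250 nM) and GDP (50 uM). After 5 min at room temperature, fluorescence was followed for 30 min; activity was scaled to 6.5 mM cAMP.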
IL2 activator – activators of IL-2; IL-2 activation reporter assay, cell-based qHTS; stimulated with anti-CD3/CD4/CD28 beads; in transgenic mouse T cells; activation, % (series mostly up to about 46 µM); hit rate 0.065% among 360,000; in the data active means activation above about 50%; inconclusive means mostly about 30% to 49%; further: 0% is about no effect
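First, unstimulated transgenic mouse T cells were exposed to compound for 60 min. Next, anti-CD3/anti-CD4-coated beads with anti-CD28 were added. Finally, after 18 h at 37 degrees C, EGFP and DsRed were imaged.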
PI5P4K alpha inh – PI5P4K alpha (human) kinase inhibition; AID 652105; max response, %; P48426; hit rate 1.2% among 330,000; PI5P4Kalpha enzyme, ADP-Glo luminescence, 60 min; stronger effect = lower value; active means max response of -50% or lower; inconclusive means between -30% and -50%; inactive means -30% or higher; further: value at the top dose of about 77 µM; on the % scale 0 is the no-effect control and ±100 the full control effect
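qHTS, 1536-well: enzyme/substrate mix, compound by pin tool, 5 microM ATP final; RT 60 min; ADP-Glo reagents 1 (45 min) then 2 (30 min); luminescence.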
* hit, by the source's call; ? = inconclusive; . = no result given; [ ] = dose if it differs, or a comment. Unless noted, the call rests on the fitted dose curve; in most records, active means well fitted curve in the direction sought with a large enough effect; inconclusive means small, poorly fitted or top-dose-only effect, or another doubt; inactive means no such curve, though single readings can be large; an effect the other way counts as inactive or inconclusive. The list is partial, so the mix of outcomes need not match the whole.

SMILES	PLK1 PBD block	EPAC2 ag	CCT modulator	EPAC1 antagonist	WRN inhibitor	EPAC1 agonist	IL2 activator	PI5P4K alpha inh
COC(=O)c1onc(-c2ccccc2)c1C(=O)OC	0%	-6%	-2.4	8%	5%	-3%	0.4	-4
COc1ccc(N2CCN(S(=O)(=O)c3c(C)[nH]c(C)c3C(=O)N3CCCCC3)CC2)cc1	-3%	-3%	1.6	-3%	-1%	11%	0.4	6
Cn1c(CN2CCOCC2)nnc1SCc1cccc(F)c1	2%	9%	1.2	3%	9%	11%	0.7	2
COC(=O)c1ccc(/C=C/c2c(-c3ccc(OC)cc3)sc3ccccc23)cc1	3%	3%	0.1	3%	0%	0%	-0.2	26
CN(CC(=O)Nc1ccc(Cl)cc1)C(=O)c1cccc(S(=O)(=O)N2CCN(Cc3ccccc3)CC2)c1	1%	13%	-1.5	-12%	-10%	7%	-5.9	53
Cc1ccc(CC(=O)N2CCN(c3ccccc3F)CC2)cc1	0%	1%	-0.7	-14%	10%	-12%	-0.9	-1
Cc1ccccc1NC(=O)Cn1nnc2c(cnn2-c2ccc(F)cc2)c1=O	-2%	5%	-1.9	-12%	-1%	5%	2.5	.
CCOC(=O)Cc1nc(-c2cccc(C(F)(F)F)c2)no1	-10%	-9%	-4.5	-11%	-6%	-11%	-1.8	15
CCOC(=O)C1=C(C)OC(N)=C(C#N)C1C1CCCCC1 (configuration not stated)	1%	-13%	-9.4	6%	4%	-16%	-0.5	6
CC(=O)c1ccc(NC(=O)Nc2ccc(Br)cc2C)cc1	-5%	0%	0.2	-17%	-5%	8%	0.9	16
CC(O)CSc1nc2c(c(=O)[nH]c(=O)n2C)n1Cc1ccccc1 (configuration not stated)	-1%	2%	1.5	1%	1%	0%	-0.3	0
CCn1c(C(C)NS(=O)(=O)c2ccc(Cl)cc2)n[nH]c1=S (configuration not stated)	-2%	-3%	-3.3	-9%	-4%	-3%	-1.6	2
COc1ccc(C(=O)Nc2nnc(SCC(=O)NCc3ccco3)s2)c(OC)c1	-5%	-6%	0.9	-4%	-17%	-6%	-0.2	-3
COc1cc(F)ccc1-c1csc(C(NC(C)=O)c2cccc(F)c2)n1 (configuration not stated)	-12%	2%	0.4	-16%	-4%	-3%	0.6	0
CN(C)C(=O)c1ccc(Nc2nc(-c3cccs3)nc3ccccc23)cc1	-5%	19%	-0.3	-20%	-3%	11%	-0.6	-8
O=C(NCc1ccc(Cl)cc1)c1cc(-c2ccco2)on1	-7%	8%	2.3	-5%	-11%	-11%	0.1	-8
CC(C)Cn1c(N)c(C(=O)COC(=O)c2cnccn2)c(=O)n(C)c1=O	-18%	-9%	0.5	-3%	5%	-30%	4.6	-4
CSc1ncc(Cl)c(C(=O)Nc2cccc3ccccc23)n1	-3%	4%	-0.9	22%	0%	6%	1.4	1
CCCn1c(SCC(=O)N2N=C3/C(=C/c4ccc(OC)cc4)CCCC3C2c2ccc(OC)cc2)n[nH]c1=O (configuration not stated)	6%	-7%	-0.8	-3%	-19%	4%	0.3	12
O=C(Cn1nnc(-c2ccccc2Cl)n1)N1CCN(S(=O)(=O)c2ccc(Cl)cc2)CC1	-6%	12%	1.4	-9%	-2%	12%	-1.8	0
COC(=O)c1ccc(CNC(=O)COc2ccccc2Br)o1	-9%	7%	0.9	11%	2%	-4%	-2.0	.
Cc1cc(C(C2C(=O)CC(C)(C)CC2=O)C2C(=O)CC(C)(C)CC2=O)cc(C)c1OC(F)F	5.3µM*	4%	-2.8	?	3%[11.6 µM]	1%	0.3	-19
Cc1cc(CNC(=O)c2cc(-c3ccccc3)nc3ccccc23)nn1C	2%	5%	0.0	-6%	-5%	-2%	5.0	-2
Cc1nn(-c2nc3ccccc3n2Cc2ccccc2)c2c1C(=O)CC(C)(C)C2	-8%	29%	-0.8	-7%	-18%	17%	-0.3	13
CC(C)(C)c1ccc(C(=O)NCCC(=O)Nc2cc(Cl)ccc2N2CCOCC2)cc1	-1%	-4%	-0.8	?	-7%	0%	-0.6	20

The listing continues.
SMILES	PLK1 PBD block	EPAC2 ag	CCT modulator	EPAC1 antagonist	WRN inhibitor	EPAC1 agonist	IL2 activator	PI5P4K alpha inh
CCOCCCNS(=O)(=O)c1ccc(Br)cc1	-5%	6%	-0.9	-1%	-8%	6%	-0.9	1
Cc1c(S(=O)(=O)NCc2ccccc2)c(=O)n(C)c(=O)n1C	-7%	13%	0.4	-24%	3%	12%	0.0	-5
NC(=O)CC(NC(=O)c1cccc(Br)c1)c1ccc(NC2CCC2)c([N+](=O)[O-])c1 (configuration not stated)	3%	4%	-1.1	0%	-2%	-1%	0.8	0
CCCn1cnnc1CNC(=O)[C@H]1O[C@@H](n2ccc(=O)[nH]c2=O)[C@H](O)[C@@H]1O	1%	5%	0.3	24%	3%	-13%	-0.3	0
COc1cc2cnc(Cl)nc2cc1OC	-6%	-6%	0.1	-18%	-3%	3%	-2.8	-7
OC(c1ccccn1)C(O)c1ccccn1 (configuration not stated)	-9%	4%	-1.7	1%	9%	5%	-3.5	1
O=C(Cc1nc(=O)c2ccccc2s1)Nc1ccccc1	2%	-5%	-1.2	-2%	0%	-3%	-3.0	-28
O=C(NCc1ccco1)c1ccc2nc([C@@H]3O[C@H](CO)[C@H](O)[C@H](O)[C@H]3O)[nH]c2c1	-8%	5%	0.4	-15%	-4%	9%	-0.1	1
CCCCC/C=C\C[C@H](O)/C=C/c1cccc(C[C@H](O)CCCCO)n1	-13%	-7%	0.7	-4%	-5%	-14%	1.4	-6
COc1cccc(-c2nc(-c3ccccn3)no2)c1OC	7.5µM*	-1%	-2.7	-2%	20%	-8%	0.2	?
CC(Sc1nnc(-c2ccncc2)n1C)C(=O)Nc1ccc(N2CCOCC2)cc1 (configuration not stated)	-12%	6%	1.0	-28%	-2%	12%	0.1	-2
CC(O)[C@H]1CNC(=O)C(=O)N1CC1CCCCC1 (some centres not stated)	2%	-1%	-0.7	2%	11%	-16%	0.4	6
CCOc1ccc(C2=Nn3c(nnc3-c3ccco3)SC2)cc1	-11%	0%	-1.2	-5%	-27%	-5%	4.4	.
COc1cc2c(cc1OC)/C(=C/C(=O)c1ccc(F)cc1)NCC2	7%	12%	-4.4	-7%	-1%	0%	0.2	-1
Cc1cc(C(=O)N/N=C/c2ccc(N3CCOCC3)cc2)c(C)o1	-13%	4%	0.9	1%	-10%	11%	-0.1	-10
CC1CCN(c2ccccc2NC(=O)c2ccc(N3CCOCC3)c([N+](=O)[O-])c2)CC1	0%	1%	-0.2	8%	-8%	4%	-1.1	.
CCCCn1cnc2c(SCc3ccccc3Cl)nc(N)nc21	?	6%	-3.6	-6%	6%	-12%	1.0	-1
O=C(Nc1nnc(C2CC2)s1)C1COc2ccccc2O1 (configuration not stated)	-10%	9%	-1.4	-13%	3%	2%	-0.5	2
COc1cc(NC(=O)CN2C(=O)C(=O)N(C3CCCC3)C2=O)cc(OC)c1	-12%	12%	-1.5	5%	-6%	12%	-0.3	-29
NC(=O)NOCc1ccc(Cl)cc1Cl	27µM*	12%	1.6	-11%	3%[57.1 µM]	2%	-0.6	-13
Cc1nc2ccc(NC(=O)CSc3nnc(C)s3)cc2[nH]1	-4%	5%	-3.3	-12%	-6%[57.1 µM]	7%	-0.5	-4
CC(=O)N1N=C(c2cccs2)CC1c1ccc(C)o1 (configuration not stated)	3%	4%	2.5	-14%	8%[57.1 µM]	-4%	0.0	-1
COCc1cc(C)nc(SCC(=O)c2ccc(O)c(O)c2)c1C#N	-28%	5%	0.6	?	?	-4%	-0.5	.
COc1ccc(OCCCN2CCc3ccccc3C2)cc1	-25%	1%	-2.3	0%	3%	6%	-2.8	1
O=C(CSc1nnc(Cn2cnc3ccccc32)o1)Nc1cccc2ccccc12	-14%	2%	0.1	3%	0%	0%	-0.8	1

Look-ups from the results shown:
Value of `O=C(NCc1ccco1)c1ccc2nc([C@@H]3O[C@H](CO)[C@H](O)[C@H](O)[C@H]3O)[nH]c2c1` under PI5P4K alpha inh: 1
Value of `COCc1cc(C)nc(SCC(=O)c2ccc(O)c(O)c2)c1C#N` under PLK1 PBD block: -28%

Further entries follow.
SMILES	PLK1 PBD block	EPAC2 ag	CCT modulator	EPAC1 antagonist	WRN inhibitor	EPAC1 agonist	IL2 activator	PI5P4K alpha inh
Cc1ccc(C)c(NC(=O)CN(C)C(=O)c2nn(C)c(=O)c3ccccc23)c1	-2%	-2%	5.1	-18%	0%	-16%	-0.5	11
CCOc1cc(CNCCc2ccc(S(N)(=O)=O)cc2)cc(Cl)c1OCc1ccccc1	-2%	17%	2.5	-10%	-17%	11%	-2.0	.
CCOC(=O)C1(Cc2ccc(OC)cc2)CCN(C(=O)c2cc(C)nn2C)CC1	-13%	9%	-0.1	-10%	-2%	2%	-0.6	5
O=C(COC(=O)CSc1ccc2ccccc2c1)Nc1ccccc1OC(F)F	-11%	14%	-8.3	?	-18%	4%	-2.7	18
COc1ccc2[nH]cc(CCNC(=O)CCC3CCCCC3)c2c1	-6%	6%	-0.2	-13%	-6%	1%	0.4	1
COc1ccc(N2CCN(C(=O)c3ccc4c(c3)CCN4S(=O)(=O)c3ccccc3)CC2)cc1	2%	14%	-3.9	-6%	-2%	6%	2.2	10
NC(=O)c1nsc(C(=O)N(c2cccc(F)c2)C(C(=O)NCC2CCCO2)c2ccc3ncccc3c2)c1N (configuration not stated)	-5%	-1%	-0.6	0%	4%	4%	-4.7	-3
Cc1ccc2cn[nH]c2c1N	-7%	6%	-1.1	-20%	-5%	-5%	-1.1	-11
Cc1nc2c(ccc3nc(NC(=O)C(c4ccccc4)c4ccccc4)sc32)s1	-4%	14%	-2.2	28%	-5%	-2%	-3.7	3
COc1ccc(Cl)cc1C(=O)NNC(=O)COC(=O)CC(NC(C)=O)c1ccccc1 (configuration not stated)	-8%	3%	-3.3	-5%	-27%	8%	1.2	-8
COCCOC(=O)c1c(C)oc2ccc(OC(=O)c3ccco3)cc12	3%	4%	-3.1	-1%	-4%	10%	-0.1	-3
CCOC(=O)N1CCC(NC(=O)c2cc3c(=O)n(C)c4ccccc4c3n2C)CC1	-8%	0%	-3.7	-16%	-5%	2%	-2.9	0
CCn1c(SCC(=O)NNC(=O)Cc2ccccc2)nnc1-c1ccncc1	-5%	-3%	1.5	-1%	-3%	-4%	-4.2	-2
CCOC(=O)c1ccc(NC(=O)c2nc[nH]c2C(=O)N2CCC(C)CC2)cc1	4%	1%	0.4	-4%	1%	-19%	1.3	1
CCOC(=O)N1CCN(Cc2ccc(O)c3ncccc23)CC1	27µM*	3%	0.4	-4%	2%	7%	-0.7	5

Screening data from PubChem BioAssay.
